Compound activity as filed in PubChem.
KDM5B inhibitor: blocks human KDM5B histone demethylase activity | Q9UGL1 | KDM5B demethylase, FDH-coupled NADH fluorescence (FDH is formaldehyde dehydrogenase) | Potency, µM (highest dose often 57.7 µM), without a hit: top-dose activity change, negative = inhibition, most hits filed as inhibitors | 2.6% of 220,000 active; active = well fitted inhibition curve with a large enough effect; inconclusive = small, poorly fitted or top-dose-only effect; inactive = no such curve, though single readings can be large or run the other way; note: 0% is about no effect; nearly all actives have a fitted effect of over 70% in size
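qHTS format, multiple compound concentrations. Buffer 50 mM HEPES pH 7.5/0.01% Tween-20; 200 nM KDM5BΔAP final; 10 min compound preincubation; substrate-mix levels 12.5 µM peptide, 25 µM α-KG, 0.25 mM NAD⁺; 30 min RT; ΔRFU.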
The depositor's hits bear a star; u = inconclusive; [ ] = dose if it differs, or a comment. Potency is the fitted concentration of half-maximal effect. Some of the compounds tested; count on the stated rates, not on these rows.

entry | Compound | KDM5B inhibitor
1 | Cc1ccc(CN2CCCN(Cc3ccc(Cl)cc3)S2(=O)=O)cc1 | 21%
2 | O=c1[nH]c(=O)n(C2CCCCC2)c(O)c1/C=C/C=Nc1ccccc1 | 7%
3 | CCC(=O)N1[C@H]2CC[C@@H]1c1cnc(-c3ccccc3)nc1C2 | 4%
4 | Cc1nn(C)c(C)c1C1SCC(=O)Nc2c1cnn2-c1ccccc1 (configuration not stated) | 3%
5 | Cc1ccc2c(n1)N(C)[C@H](CO)CCN(CCC(C)C)C2 | 32µM*
6 | COc1cccc(C(=O)N2CCC3(CC2)NCc2ccccc2-n2ccnc23)c1 | 11%
7 | CN1C(=O)C(=Cc2sc(=O)n(-c3ccccc3)c2N2CCCCC2)C(=O)N(C)C1=O | -12%
8 | Cc1ccccc1-n1c(C)nc2ccsc2c1=O | u
9 | COc1ccc(OCC(=O)N2CCN(CCc3ccncc3)CC2)cc1 | u
10 | CCCNc1oc(-c2cccc3ccccc23)nc1C#N | -2%
11 | C#C[C@H]1CN2CC[C@H]1C[C@@H]2CNS(=O)(=O)c1cccs1 | -22%[86.2 µM]
12 | Cc1ncc2c(n1)C[C@@H]1CC[C@H]2N1S(=O)(=O)c1ccc(F)cc1 | 3%
13 | O=C1NCc2ccccc2CC12CCCN2Cc1cccc(Br)n1 (configuration not stated) | 29%[115 µM]
14 | COc1ccc(S(=O)(=O)NC[C@H]2C[C@@H]3CCN2C[C@@H]3CN2CCN(c3ncccn3)CC2)cc1 | 17%
15 | Cc1cc(C)cc(C(=O)N2CCC3(CC2)c2nccn2-c2ccccc2CN3C)c1 | 10%
16 | CCOC(=O)C1=C(N)Oc2cc(C)oc(=O)c2C12C(=O)Nc1ccccc12 (configuration not stated) | 20%
17 | CCn1cc(C(=O)Nc2cccc3ncccc23)c2ccccc21 | u
18 | COc1cc2c(cc1OCC1CC1)NC(=O)C21CCN(C(=O)c2cccnc2)CC1 | -13%[86.2 µM]
19 | N#Cc1ccc(C(=O)N2C[C@@H]3C[C@H](C2)c2c(-c4cncnc4)ccc(=O)n2C3)cc1 | -22%[86.2 µM]
20 | CCOc1cc(CNCCc2cccc(F)c2)ccc1OC | u
21 | Cc1nc(-c2ccccc2)cc([C@H]2CN3CC[C@H]2C[C@@H]3CNC2CCN(C)CC2)n1 | u
22 | Cc1nnc(NC(=O)c2cccn(Cc3ccccc3F)c2=O)s1 | -14%
23 | CN(c1ccc([N+](=O)[O-])c2cnccc12)C1CCCCC1 | -17%
24 | COc1ccc(CN2CCC3(CC2)C(=O)Nc2ccccc23)cc1 | 5%[149 µM]
25 | Cn1nc(-c2ccccc2)cc1[C@H]1CN2CC[C@H]1C[C@@H]2CNS(=O)(=O)c1cccs1 | -11%[86.2 µM]

Brought forward from above: 2 compounds, followed by the next part.
entry | Compound | KDM5B inhibitor
24 | COc1ccc(CN2CCC3(CC2)C(=O)Nc2ccccc23)cc1 | 5%[149 µM]
25 | Cn1nc(-c2ccccc2)cc1[C@H]1CN2CC[C@H]1C[C@@H]2CNS(=O)(=O)c1cccs1 | -11%[86.2 µM]
26 | O=[N+]([O-])c1ccc(NCc2ccccc2)c2ncccc12 | -29%
27 | Cc1ccc(CNC(=O)N2[C@H]3CC[C@@H]2c2cncnc2C3)cc1 | -19%
28 | CNc1nc(N2C[C@H]3CN(CCOC)C[C@@]3(C(=O)O)C2)ncc1F | 16µM*
29 | O=c1[nH]c(O)c(C=NC2CCCCC2)c(=O)[nH]1 | 16%
30 | Cc1ccc(NC(=O)CN2C(=O)CN=C(c3ccccc3)c3ccccc32)cc1 | -6%
31 | Clc1ccc(N2CCN(CC3[C@H]4CNC[C@@H]34)CC2)nc1 (some centres not stated) | u
32 | CC(C)S(=O)(=O)N1CC[C@@H]2COCCN(C)[C@@H]2C1 | -24%
33 | Cc1noc(C)c1CN1CCCCC1c1cccnc1 (configuration not stated) | 0%
34 | COc1cc2c(cc1-c1ccc(O)c(F)c1)NC(=O)C21CCN(C(C)=O)CC1 | u
35 | CN1CCC(N2C[C@@H]3OCC(=O)N[C@@H]3C2)CC1 | -39%[115 µM]
36 | Cc1ccc(-n2c(/C=C\c3ccc(F)c(F)c3)nc3ccccc3c2=O)c(C)c1 | 3%
37 | Cn1c(O)c(/C=N/N2CCOCC2)c(=O)n(-c2ccccc2)c1=S | 24%
38 | COC1CN(c2ccc(C)cc2)C12CCNCC2 (configuration not stated) | 135%[activator]
39 | Cc1nc(N2CC3CC(C2)c2cccc(=O)n2C3)c2c(C)nn(C)c2n1 (configuration not stated) | -24%
40 | CCOC(=O)C1=C(N)Oc2c(c(=O)oc3ccccc23)C12C(=O)Nc1ccc(F)cc12 (configuration not stated) | 6%
41 | CCC(CC)c1cc([C@H]2CN3CC[C@H]2C[C@@H]3COC(=O)Nc2ccccc2)nc(-c2ccncc2)n1 | 16%
42 | CCN1CCCCC12Cc1ccccc1CN(C(=O)Cc1ccc(O)cc1)C2 (configuration not stated) | -11%[115 µM]
43 | COc1cc(OC)c(OC)cc1CN1CCN(C(=O)COc2ccc3ccccc3c2)CC1 | u
44 | O=C(Nc1ccccc1)[C@H]1CN2CC[C@H]1C[C@@H]2Cn1cc(COc2ccccc2)nn1 | 3%[86.2 µM]
45 | O=C1NC2(CN(Cc3ccncc3)C2)Oc2ccccc21 | -34%[86.2 µM]
46 | O=C(Nc1cccc(F)c1)c1cn(Cc2ccccc2)nc1-c1ccccc1 | 7%
47 | CCn1cc(C(=O)Cn2c(C)nc3ccccc32)c2ccccc21 | 8%
48 | CCOC(=O)c1c(C)n(CCOC)c2ccc(O)cc12 | -10%
49 | c1ccc(C2=NOC3(CCCN(Cc4ccccn4)C3)C2)cc1 (configuration not stated) | u
50 | COc1cc2c(cc1OC1CCCC1)NC(=O)C21CCN(c2cc(NC3CC3)ncn2)CC1 | -17%
51 | COc1ccccc1N1CCN(C(=O)[C@H]2CN3CCC2C[C@@H]3Cn2cc(COc3ccccc3)nn2)CC1 (some centres not stated) | 15%
52 | O=c1ccc(-c2ccccc2)c2n1C[C@H]1C[C@@H]2CN(S(=O)(=O)c2cccs2)C1 | u
53 | Cc1cc(C(=O)O)c(C)n1C1CC1 | 21%
54 | O=C(Nc1ccccc1)[C@H]1CN2CCC1C[C@@H]2Cn1cc(-c2ccccc2)nn1 (some centres not stated) | 14%[86.2 µM]
55 | Cc1cccc(OC(C)C(=O)NCC2(N(C)C)CCCCC2)c1C (configuration not stated) | u
56 | O=[N+]([O-])c1cc(-n2cnnn2)c(O)c([N+](=O)[O-])c1 | -19%
57 | COCCNC(=O)[C@H]1CN2CCC1C[C@@H]2Cn1cc(CCO)nn1 (some centres not stated) | -16%[86.2 µM]
58 | Cc1cccc(NC(=O)OC2CN3CCC2CC3)c1 (configuration not stated) | 10%
59 | Cc1nc(-c2ccccc2)cc([C@H]2CN3CC[C@H]2C[C@@H]3CNC(=O)c2ccco2)n1 | u
60 | O=S(=O)(NC[C@H]1C[C@@H]2CCN1C[C@@H]2CN1CCOCC1)c1ccc(Cl)cc1 | 21%[86.2 µM]
61 | C=C[C@H]1CN2CC[C@H]1C[C@@H]2CNC(=O)c1cccnc1SC | -19%[86.2 µM]
62 | Cc1ccc(C(=O)N2[C@H]3CC[C@@H]2c2cnc(-c4ccc(F)cc4)nc2C3)cn1 | -21%
63 | C=C[C@H]1CN2CC[C@H]1C[C@@H]2CNS(=O)(=O)c1cccc(C#N)c1 | 4%[86.2 µM]
64 | C=C[C@H]1CN2CC[C@H]1C[C@@H]2CNS(=O)(=O)c1ccccc1 | 10%[86.2 µM]
65 | O=C(NCc1ccccc1)[C@H]1CN2CCC1C[C@@H]2Cn1cc(CCO)nn1 (some centres not stated) | -9%[86.2 µM]
66 | Nc1c(C(=O)Nc2ccc(Cl)c(C(F)(F)F)c2)sc2nc3c(cc12)N1CCC3CC1 | -1%
67 | COc1cc2c(cc1OCC1CC1)NC(=O)C21CCN(c2nc(C)cnc2C)CC1 | -13%[86.2 µM]
68 | CCCCCn1c(=O)c(C(=O)Nc2nc3ccccc3[nH]2)c(O)c2ccccc21 | u
69 | Cc1nc(-c2cccs2)cc([C@H]2CN3CC[C@H]2C[C@@H]3CNC(=O)c2ccccc2)n1 | -18%[86.2 µM]
70 | O=C(c1cn(Cc2ccc(F)cc2)c2ccccc12)C1CCCCC1 | -1%
71 | COc1ccc(S(=O)(=O)NC[C@H]2C[C@@H]3CCN2C[C@@H]3CN2CCC(Cc3ccccc3)CC2)cc1 | -18%
72 | Cc1cccc(CCN)c1 | 25%
73 | O=C(CN1CCCCC1)c1ccc(-c2ccccc2)cc1 | u
74 | C#C[C@H]1CN2CC[C@H]1C[C@@H]2COC(=O)NCCC | u
75 | COc1ccccc1C(=O)N1[C@H]2CC[C@@H]1c1cnc(-c3ccc(F)cc3)nc1C2 | -3%

Some of the entries above, set out differently.
49	c1ccc(C2=NOC3(CCCN(Cc4ccccn4)C3)C2)cc1 (configuration not stated)
  KDM5B inhibitor = u

17	CCn1cc(C(=O)Nc2cccc3ncccc23)c2ccccc21
  KDM5B inhibitor = u

18	COc1cc2c(cc1OCC1CC1)NC(=O)C21CCN(C(=O)c2cccnc2)CC1
  KDM5B inhibitor = -13%[86.2 µM]

15	Cc1cc(C)cc(C(=O)N2CCC3(CC2)c2nccn2-c2ccccc2CN3C)c1
  KDM5B inhibitor = 10%

(further entries)
entry | Compound | KDM5B inhibitor
76 | Oc1ccc(Cl)cc1Cc1ccccc1 | u
77 | Cc1nc(-c2ccc(C(F)(F)F)cc2)cc([C@H]2CN3CC[C@H]2C[C@@H]3CNC(=O)c2ccccc2C(=O)O)n1 | 4%
78 | O=C(c1ccccc1)N1C[C@@H]2C[C@H](C1)c1c(-c3ccccc3F)ccc(=O)n1C2 | -24%[86.2 µM]
79 | CC1CCCCN1Cc1c[nH]c2ccccc12 (configuration not stated) | 20%
80 | Cc1ncc2c(n1)C[C@@H]1CC[C@H]2N1C(=O)CCc1ccccc1 | 9%
81 | C=C[C@H]1CN2CC[C@H]1C[C@@H]2CNS(=O)(=O)c1cccc(F)c1 | -10%[86.2 µM]
82 | Cc1cc(=O)c2ccccc2[se]1 | -12%
83 | COc1ccc(-c2cc([C@H]3CN4CC[C@H]3C[C@@H]4CNS(=O)(=O)c3cc(OC)ccc3OC)n(C)n2)cc1 | -17%
84 | COc1ccc(-c2cc([C@H]3CN4CC[C@H]3C[C@@H]4COC(=O)Nc3ccccc3)n(C)n2)cc1 | -16%
85 | O=c1[nH]c(=O)n(-c2cccc3ccccc23)c(O)c1/C=N/N1CCCCCC1 | 19%
86 | CC(=O)NC[C@H]1C[C@@H]2CCN1C[C@@H]2c1cc(-c2ccc(F)cc2)nc(C)n1 | -2%[86.2 µM]
87 | O=C(Cc1ccccc1F)N1CCN(C2CCN(Cc3cccnc3)C2=O)CC1 (configuration not stated) | -16%
88 | O=C(NC1CCS(=O)(=O)C1)c1cn(Cc2ccccc2)c2ccccc12 (configuration not stated) | -24%
89 | CC(C)NC(=O)NC[C@H]1C[C@@H]2CCN1C[C@@H]2CN1CCCCC1 | 1%[86.2 µM]
90 | Cc1ccc([C@@H]2CN(Cc3ncc[nH]3)[C@@H]3C4CCN(CC4)[C@@H]32)cc1 | -23%
91 | CC(=O)c1cccc(NC(=O)NC[C@H]2C[C@@H]3CCN2C[C@@H]3c2cc(-c3cccs3)nc(C)n2)c1 | 17%
92 | N/C(=N\[N+](=O)[O-])N1CCN(C(=O)OC2CCCC2)CC1 | 3%
93 | CCOC(=O)[C@]1(C#N)[C@@H]2C=CC(C(N)=O)=CN2[C@@H](C(N)=O)[C@@H]1c1ccc(F)cc1 | u
94 | Cc1cc2c(N3CCC(N4C[C@@H]5CCN[C@@H]5C4)CC3)ncnc2s1 | u
95 | C#C[C@H]1CN2CC[C@H]1C[C@@H]2CNC(=O)CC(C)(C)C | 3%[115 µM]
96 | O=C1OCc2cc(N=Nc3c(O)[nH]c(=O)[nH]c3=O)ccc21 | -15%
97 | CCN1C[C@]2(OC(=O)c3ccccc3NC(C)=O)CCC(OC)C34C5C[C@H]6C(OC)[C@]5(O)[C@](O)(C[C@@H]6OC)C(C[C@@H]32)[C@H]14 (some centres not stated) | u
98 | O=c1[nH]c(=S)n(C2CC2)c(O)c1C=NCCc1ccccc1 | 2%
99 | N#Cc1cccc(NC(=O)NC[C@H]2C[C@@H]3CCN2C[C@@H]3CN2CCSCC2)c1 | -18%[86.2 µM]
100 | CC(C)N1CC2CCC(C1)N2CC1CCCC1 | 18%[230 µM]
101 | CCc1sc(C(=O)N2CCC3(CC2)OCCO3)cc1Br | -14%
102 | COc1ccccc1CNC(=O)[C@H]1CN2CC[C@H]1C[C@@H]2Cn1cc(-c2ccccc2)nn1 | -4%[86.2 µM]
103 | O=C(O)COCC(=O)N1C[C@@H]2C[C@H](C1)c1ccc(-c3cc4ccccc4s3)c(=O)n1C2 | u
104 | O=C(Cc1cccc(F)c1)N1CCN(C2CCN(Cc3cccnc3)C2=O)CC1 (configuration not stated) | -11%
105 | ClCCN1CCCC1 | -9%
106 | Cc1nc(-c2ccccc2Br)cc([C@H]2CN3CC[C@H]2C[C@@H]3CNC(=O)CSCC(=O)O)n1 | 25µM*
107 | CC(=O)N1C[C@@H]2C[C@H](C1)c1ccc(NC(=O)COc3ccccc3)c(=O)n1C2 | u
108 | CC(C)c1ccc(-n2c(O)c(/C=N/N3CCOCC3)c(=O)[nH]c2=S)cc1 | -3%
109 | CCN(CC)CC(=O)Nc1ccc(Cl)cc1C(=O)c1ccccc1 | -8%
110 | CC(C)N1CC2CCC(C1)N2C(=O)c1ccncc1 | -3%[149 µM]
111 | Cc1nc(-c2ccc(F)cc2)cc([C@H]2CN3CC[C@H]2C[C@@H]3CNC(=O)Nc2cccc(C#N)c2)n1 | 18%
